Screening data from PubChem BioAssay.
p97 ATPase inh: inhibitors of human p97 ATPase | 0.42% of 220,000 active | inhibition, % at 8 µM | recombinant p97 ATPase, Kinase-Glo ATP luminescence, 3 h | P55072 | AID 1481; in the data active = inhibition above about 15%;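 also: 0% = DMSO vehicle and 100% = wells lacking enzyme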
Wee1 degr inh: inhibitors of human Wee1 degradation. 1.2% of 220,000 active. reporter increase, % at 5 µM. AID 1321. HeLa Luc-Wee1K328M stability, luciferase luminescence; 100% = proteasome inhibitor MG132 effect. P30291;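 active = activation above the mean of all tested compounds plus 3 SD, set per screening run, cut at about 8.8% in these data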;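 also: cells exposed to compound for 20 h before luminescence read; 0% = DMSO alone and 100% = MG132 at 30 µM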
hK5 inh: inhibitors of human kallikrein 5; Q9Y337; recombinant hK5, fluorogenic AMC substrate cleavage; inhibition, % at 5 µM; 0.59% of 210,000 active;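 active = inhibition of 40% or more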;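 also: 0% = enzyme controls without compound and 100% = no-enzyme blanks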
14-3-3 Bad inh: disrupts binding of bovine 14-3-3 zeta to phospho-Bad peptide. inhibition, % at 21.7 µM. P63103. 0.71% of 220,000 active. TR-FRET 14-3-3zeta/Dy647-pBad peptide displacement, 1 h. AID 781;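 active = inhibition above about 70%, limit read from the data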;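 also: 0% = full 14-3-3 plus peptide FRET controls and 100% = background without 14-3-3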
FXIa inh: factor XIa (human) inhibition; P03951; purified FXIa, Boc-Glu-Ala-Arg-AMC fluorogenic substrate; inhibition, % at 5 µM; 0.14% of 220,000 active;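 active = inhibition of at least 40%; inactive = inhibition below 40%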;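 also: fluorescence of freed AMC excited at 355 nm; 0% = enzyme without compound and 100% = no enzyme blank; many of its hits are not listed in these tables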
eIF4E 4G PPI: inhibitors of eIF4E and eIF4G interaction in translation initiation; P63073+Q04637; TR-FRET eIF4E-eIF4GI(517-606) binding, 2 h; inhibition, % at 21.7 µM; 0.37% of 220,000 active; AID 782;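 active = inhibition above about 30%, limit read from the data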;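 also: 0% = full FRET control wells and 100% = background wells lacking eIF4GI fragment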
Target sequence (P63073 whole entry, looked up, the tested form may be a part): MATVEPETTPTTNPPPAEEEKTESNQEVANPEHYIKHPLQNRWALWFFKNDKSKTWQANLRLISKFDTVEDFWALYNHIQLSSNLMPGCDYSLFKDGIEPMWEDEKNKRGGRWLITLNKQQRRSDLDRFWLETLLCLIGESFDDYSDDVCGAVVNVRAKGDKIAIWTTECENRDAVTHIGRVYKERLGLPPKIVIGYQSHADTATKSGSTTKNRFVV
Target sequence (Q04637 whole entry, looked up, the tested form may be a part): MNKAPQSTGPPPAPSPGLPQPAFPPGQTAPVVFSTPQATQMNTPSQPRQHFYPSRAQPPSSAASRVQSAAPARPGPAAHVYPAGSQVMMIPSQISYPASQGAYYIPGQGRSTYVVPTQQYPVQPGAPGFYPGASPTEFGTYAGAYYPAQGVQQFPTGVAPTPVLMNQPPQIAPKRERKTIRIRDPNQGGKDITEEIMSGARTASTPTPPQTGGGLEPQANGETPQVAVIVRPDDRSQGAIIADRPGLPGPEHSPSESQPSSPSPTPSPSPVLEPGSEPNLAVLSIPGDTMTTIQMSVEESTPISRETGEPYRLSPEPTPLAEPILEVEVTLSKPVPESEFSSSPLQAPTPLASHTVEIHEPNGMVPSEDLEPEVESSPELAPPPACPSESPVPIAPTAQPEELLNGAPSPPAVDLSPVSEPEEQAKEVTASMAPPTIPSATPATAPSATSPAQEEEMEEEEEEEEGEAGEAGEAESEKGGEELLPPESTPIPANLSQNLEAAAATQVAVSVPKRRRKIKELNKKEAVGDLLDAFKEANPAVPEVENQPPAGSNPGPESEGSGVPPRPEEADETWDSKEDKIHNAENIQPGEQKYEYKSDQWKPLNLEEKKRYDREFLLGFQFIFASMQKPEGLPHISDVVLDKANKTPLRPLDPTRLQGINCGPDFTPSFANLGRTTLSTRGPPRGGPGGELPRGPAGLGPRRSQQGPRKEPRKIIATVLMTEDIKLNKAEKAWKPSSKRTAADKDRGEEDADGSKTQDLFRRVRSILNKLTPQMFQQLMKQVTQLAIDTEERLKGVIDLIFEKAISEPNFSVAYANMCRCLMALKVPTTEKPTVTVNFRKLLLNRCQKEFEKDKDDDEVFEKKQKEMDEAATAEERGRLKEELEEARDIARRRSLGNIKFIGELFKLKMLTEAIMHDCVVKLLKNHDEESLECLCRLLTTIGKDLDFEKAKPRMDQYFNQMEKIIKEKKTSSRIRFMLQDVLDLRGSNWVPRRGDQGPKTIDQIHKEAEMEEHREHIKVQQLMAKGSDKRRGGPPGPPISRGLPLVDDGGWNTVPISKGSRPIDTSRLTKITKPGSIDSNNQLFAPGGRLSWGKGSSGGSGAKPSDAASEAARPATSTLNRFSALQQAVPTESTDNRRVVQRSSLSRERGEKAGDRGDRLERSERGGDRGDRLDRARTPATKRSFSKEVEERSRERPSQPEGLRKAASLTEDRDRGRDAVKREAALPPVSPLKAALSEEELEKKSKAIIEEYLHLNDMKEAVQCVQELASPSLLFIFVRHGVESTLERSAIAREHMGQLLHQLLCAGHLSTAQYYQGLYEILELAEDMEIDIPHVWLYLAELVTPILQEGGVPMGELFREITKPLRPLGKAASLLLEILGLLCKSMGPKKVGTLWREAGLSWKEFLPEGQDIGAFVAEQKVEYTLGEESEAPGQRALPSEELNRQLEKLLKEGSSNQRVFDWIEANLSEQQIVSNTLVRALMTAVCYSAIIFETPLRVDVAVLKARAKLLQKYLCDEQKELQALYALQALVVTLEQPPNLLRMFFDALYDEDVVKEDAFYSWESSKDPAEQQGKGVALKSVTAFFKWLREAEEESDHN
Mdm2 ligase inh: inhibitors of human Mdm2 E3 ubiquitin ligase. 0.11% of 210,000 active. signal enhancement, % at 5 µM. Q00987. cell-based MDM2 ubiquitination luciferase reporter, 2 h; 0 = plate control, 100 = twice control, blank-subtracted;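 active = signal enhancement of 30% or more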;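 also: luminescence tracks abundance of the self-degrading MDM2-luciferase fusion protein; higher signal means inhibition of MDM2 E3 ligase activity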
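system = mammalian cells stably expressing self-ubiquitinating, self-degrading MDM2 E3–luciferase fusion | quantity = 2000 cells per well seeded | incubation = 4 h cell settling then 2 h compound exposure, 37 °C | signal = SteadyLite luminescence, 15 min reagent step | benchmarks = plate control and blank wells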
FXIIa inh: inhibitors of human coagulation factor XIIa; P00748; purified FXIIa, Boc-QGR-AMC fluorogenic substrate, 2 h; inhibition, % at 5 µM; 0.3% of 220,000 active; AID 800; in the data active = inhibition above about 40%;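 also: 0% = enzyme with no compound and 100% = blank without enzyme; many of its hits are not listed in these tables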
Rad51 HR inh: blocks human Rad51 in homologous recombination. hRad51 DNA strand exchange, fluorescence dequenching. 0.085% of 200,000 active. Q06609. inhibition, % at 10 µM;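 active = inhibition above 40% at the single screening dose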;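 also: 0% = DMSO control wells and 100% = blanks with heterologous ssDNA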
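Material: human Rad51–ssDNA filaments; Probe or stimulus: labelled 47-mer dsDNA for strand exchange; Doses: single 10 µM dose; Incubation: 37 °C 15-min filament assembly, 30-min compound preincubation, 15-min exchange; Technique: FRET fluorescence dequenching, excitation 485 nm, emission 520 nm; Measure: Fluorescence-based percent inhibition, control- and blank-normalised; Benchmarks: plate control and blank wells.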
Starred values were filed as active, the others as inactive; x = no result given; [ ] = another dose, or the depositor's remark.

SMILES	p97 ATPase inh	Wee1 degr inh	hK5 inh	14-3-3 Bad inh	FXIa inh	eIF4E 4G PPI	Mdm2 ligase inh	FXIIa inh	Rad51 HR inh
Cc1cc(Oc2nc3c(C)cccn3c(=O)c2/C=C(\C#N)S(=O)(=O)c2ccccc2)ccc1Cl	3	2	-3	-16	4	0	-6	8	-7
Cc1c(-n2c(SCC(=O)N(C)C3CCS(=O)(=O)C3)nc3ccccc3c2=O)c(=O)n(-c2ccccc2)n1C (stereo not drawn)	2	1	7	-5	-2	2	-16	5	-2
Cc1ccc(S(=O)(=O)NCC(=O)OC(C(=O)c2ccccc2)c2ccccc2)cc1 (stereo not drawn)	1	0	3	6	11	-5	12	14	0
COC(=O)c1ccc(NC(=S)NCCCn2ccnc2)cc1	-1	0	2	-15	2	1	-4	8	-167
CC(=O)NCCC(=O)Nc1nc(C)c(Cc2ccc3c(c2)OCO3)s1	6	0	-13	-20	3	-5	-2	9	5
CC(=O)Nc1sc2c(c1CN1CCCC1)CCCC2	5	7	3	6	1	-9	x	10	-48
CCCCCCCC(=O)N/N=C/c1ccc([N+](=O)[O-])o1	4	0	-12	0	1	2	-8	8	0
CC(=O)c1ccc(OCC(O)CN2CC(C)OC(C)C2)cc1 (stereo not drawn)	3	0	-26	20[fluorescence artefact?]	5	2	-7	13	-4
O=C(O)/C=C\C(=O)Nc1ccccc1C(=O)NCc1ccccc1	-5	-1	-14	6	-2	-3[fluorescence artefact?]	9	4	9
Cc1csc(NC(=O)C2CCCC2)n1	5	3	-4	55	5	-6	-6	10	6
CC12CCC(C(=O)Nc3cc(Cl)ccc3Cl)(C/C1=N\O)C2(C)C (stereo not drawn)	-2	-1	-8	-14	6	2	-3	14	9
O=C(Cc1coc2ccc3ccccc3c12)NCc1cccs1	4	-2	-6	8[fluorescence artefact?]	4	0	-8	10	-8
O=C(O)/C=C/c1ccccc1Oc1ccc(Cl)cc1Cl	-5	-2	1	11	-5	3	-6	10	0
CC(=O)c1ccc(NC(=O)C(C)OC(=O)c2ccc(NS(=O)(=O)c3ccc(F)c(F)c3)cc2)cc1 (stereo not drawn)	1	0	-7	1[fluorescence artefact?]	7	-5	-2	11	x
N=c1n(CCO)c2ccccc2n1Cc1ccc(Cl)cc1	7	0	-28	-2	-6	-2	-14	4	15
Nc1ccccc1Nc1cc(-c2ccccc2)[nH]n1	7	7	-1	-15	-3	-2	1	4	-8
C=CCN(c1ccc(C(=O)Nc2cccc(C)c2)cc1)S(C)(=O)=O	1	4	2	-20	-4	0	-7	4	16
CCCCNCc1cc(Br)c(OCC(=O)N2CCOCC2)c(OC)c1	1	0	3	-4	-29	0	1	2	-2
Cc1ccc2nc(Nc3nc(CSc4nc5ccccc5s4)cc(=O)[nH]3)nc(C)c2c1	6	3	-7	13	6	-1	-20	15	-1
Fc1ccc(/C=C2\CCCC3=C2NC(=S)NC3c2ccc(F)cc2)cc1 (stereo not drawn)	3	-1	-13	-2[fluorescence artefact?]	11	16[fluorescence artefact?]	-1	15	2
O=C(OCC1OC(n2cnc3c(N(C(=O)c4ccccc4)C(=O)c4ccccc4)ncnc32)C(O)C1F)c1ccccc1 (stereo not drawn)	3	11*	-6	8	1	-7	-4	21	x
Cc1nn(-c2ccccc2)c(C)c1NC(=O)COc1ccc(C#N)cc1	4	1	-9	-8	4	-2[fluorescence artefact?]	-8	10	5
O=C(NNC(=O)C1CCN(c2ncccn2)CC1)c1ccccc1	6	-3	-1	-7	-5	1	7	6	3
Cc1cc(C)nc(NNC(=O)NC2CCCCC2)n1	6	1	2	-7	-12	-4	1	2	-4
CC(=O)Nn1c(COc2ccccc2C)nc2ccccc2c1=O	0	2	-3	-11	3	-6	-20	15	-3
Cc1ccc(/C=N/n2cnc3sc4c(c3c2=O)CCCC4)o1	-5	-2	5	-1	1	7	-11	4	-1
Oc1c(N=NC(=S)Nc2ccccc2F)c2ccccc2n1Cc1cccc(Cl)c1	1	-1	-12	-14	1	-2	-2	9	-21
CC(C)(C)c1ccccc1NC(=O)NC1CCN(Cc2c(F)cccc2Cl)CC1	-5	-1	16	0	-9	6	-1	3	8
CCCCOCCCn1c(-c2ccco2)nc2nc3ccccc3nc21	-2	-2	-121	-8[fluorescence artefact?]	-14	54*	-4	6	-11
COc1ccc(C(=O)NCc2n[nH]c(=S)n2-c2ccccc2)cc1OC	-4	-1	12	-2	-8	0	-10	16	0
Cc1nc2sc(C(c3cccc(F)c3)N3CCN(C(=O)c4ccco4)CC3)c(O)n2n1 (stereo not drawn)	-1	7	4	-4	0	-10	-14	13	-2
Cn1c(=O)c2c(-c3ccccc3)n(C3CCCCC3)cc2n(C)c1=O	0	0	-16	19	4	7	-15	16	-8
CC(=O)c1cc(C)ccc1OC(=O)c1cccc2nc(C)oc12	1	-1	-21	-10	6	3	-11	3	2
CCS(=O)(=O)N1Cc2ccccc2CC1C(=O)Nc1nnc(SCc2c(Cl)cccc2Cl)s1 (stereo not drawn)	-2	-3	-20	-13	7	2	-3	14	-5
CC1=NNC(=O)C1CCC(=O)N/N=C\c1ccccc1[N+](=O)[O-] (stereo not drawn)	3	1	-9	2	-1	6	-39	4	3
Cc1cc(NC(=O)c2sc(Nc3ccc(F)cc3)nc2N)no1	5	-3	-2	-10	4	-3	2	-1	1
CN(C)C(=O)CSc1nnc(-c2cc(-c3cccs3)nc3ccccc23)o1	1	-2	-26	6	-7	-12	-12	6	-1
CC(O)CN1CC(O)=C(c2nc3ccccc3s2)C1=N (stereo not drawn)	8	7	3	13	3	12	-2	15	-56
CCN(Cc1cnn(C)c1)C(=O)c1ccc(OC2CCN(S(=O)(=O)N(C)C)CC2)cc1	0	1	1	-10	-3	-1	-3	5	28
COCCCNC(NC(=O)c1ccc(C)cc1)C(Cl)(Cl)Cl (stereo not drawn)	-2	0	4	-3	9	0	1	21	x
COC(=O)CC1Sc2ccccc2NC1=O (stereo not drawn)	16*	-2	0	-4	-1	5	-9	13	-4
CCOC(=O)N1CCC(NC(=O)c2cc3c(-c4ccccc4F)nn(C)c3s2)CC1	0	-3	0	5	8	-5	-7	15	0
CN(C)c1ccc(C=NC(CO)C(O)c2ccc([N+](=O)[O-])cc2)cc1 (stereo not drawn)	-3	-1	7	0	9	4	-18	15	-4
COC(=O)/C=C/c1ccc(OC(=O)c2ccncc2)cc1	2	4	-16	5[fluorescence artefact?]	5	1[fluorescence artefact?]	4	9	x
Cc1ccnc(N=Cc2nc(-c3ccccc3Br)oc2O)c1	-1	8	0	1	-4	-2	-14	9	5
Cc1cccc(-n2c(SCC(=O)O)nc3sc4c(c3c2=O)CCC4)c1	3	13*	-2	-13	-3	-4	5	1	x
COc1ccc(C2=NOC(Cn3c(Cc4ccc(Cl)cc4)nc4c3c(=O)n(C)c(=O)n4C)C2)cc1 (stereo not drawn)	-1	-1	-1	-4	5	-8	-5	20	-3
CCN(CC)S(=O)(=O)c1ccc(NC(=O)C2c3ccccc3Oc3ccccc32)cc1	4	-1	-11	1	-1	0[fluorescence artefact?]	1	4	x

15 entries already listed, arranged by SMILES length, descending.
SMILES	p97 ATPase inh	Wee1 degr inh	hK5 inh	14-3-3 Bad inh	FXIa inh	eIF4E 4G PPI	Mdm2 ligase inh	FXIIa inh	Rad51 HR inh
COc1ccc(C2=NOC(Cn3c(Cc4ccc(Cl)cc4)nc4c3c(=O)n(C)c(=O)n4C)C2)cc1 (stereo not drawn)	-1	-1	-1	-4	5	-8	-5	20	-3
CCS(=O)(=O)N1Cc2ccccc2CC1C(=O)Nc1nnc(SCc2c(Cl)cccc2Cl)s1 (stereo not drawn)	-2	-3	-20	-13	7	2	-3	14	-5
Cc1nc2sc(C(c3cccc(F)c3)N3CCN(C(=O)c4ccco4)CC3)c(O)n2n1 (stereo not drawn)	-1	7	4	-4	0	-10	-14	13	-2
CCN(CC)S(=O)(=O)c1ccc(NC(=O)C2c3ccccc3Oc3ccccc32)cc1	4	-1	-11	1	-1	0[fluorescence artefact?]	1	4	x
CCOC(=O)N1CCC(NC(=O)c2cc3c(-c4ccccc4F)nn(C)c3s2)CC1	0	-3	0	5	8	-5	-7	15	0
CN(C)c1ccc(C=NC(CO)C(O)c2ccc([N+](=O)[O-])cc2)cc1 (stereo not drawn)	-3	-1	7	0	9	4	-18	15	-4
CN(C)C(=O)CSc1nnc(-c2cc(-c3cccs3)nc3ccccc23)o1	1	-2	-26	6	-7	-12	-12	6	-1
COc1ccc(C(=O)NCc2n[nH]c(=S)n2-c2ccccc2)cc1OC	-4	-1	12	-2	-8	0	-10	16	0
CC(=O)c1cc(C)ccc1OC(=O)c1cccc2nc(C)oc12	1	-1	-21	-10	6	3	-11	3	2
Cc1cc(NC(=O)c2sc(Nc3ccc(F)cc3)nc2N)no1	5	-3	-2	-10	4	-3	2	-1	1
COCCCNC(NC(=O)c1ccc(C)cc1)C(Cl)(Cl)Cl (stereo not drawn)	-2	0	4	-3	9	0	1	21	x
COC(=O)/C=C/c1ccc(OC(=O)c2ccncc2)cc1	2	4	-16	5[fluorescence artefact?]	5	1[fluorescence artefact?]	4	9	x
Cc1ccnc(N=Cc2nc(-c3ccccc3Br)oc2O)c1	-1	8	0	1	-4	-2	-14	9	5
CC(O)CN1CC(O)=C(c2nc3ccccc3s2)C1=N (stereo not drawn)	8	7	3	13	3	12	-2	15	-56
COC(=O)CC1Sc2ccccc2NC1=O (stereo not drawn)	16*	-2	0	-4	-1	5	-9	13	-4

(more compounds)
SMILES	p97 ATPase inh	Wee1 degr inh	hK5 inh	14-3-3 Bad inh	FXIa inh	eIF4E 4G PPI	Mdm2 ligase inh	FXIIa inh	Rad51 HR inh
COc1ccc(CC(=O)Nc2nnc(C(C)C)s2)cc1OC	2	1	2	-1	-4	1	-6	10	-5
COc1ccc(-c2noc(CCC(=O)Nc3ccc4c(c3)OCCO4)n2)cc1	0	0	-32	-1	-9	1	-24	4	-3
CCOC(=O)c1c(C#N)cnn1-c1ccc(C)cc1	0	-1	5	-7	-10	-2	-40	-1	-7
COC(=O)[C@H](C)NC(=O)Nc1ccc(Oc2ccccc2)cc1	6	-3	-5	9	-9	-6	-2	9	7
